IP6K1 inhibitor – inhibitors of human IP6K1; IP6K1 kinase, ADP-Glo luminescence, 2 h; hits give low values; activity change, % (series mostly up to about 58 µM); 0.81% of 140,000 active; AID 1645851; in the data active = activity change below about -25%
Target sequence (Q92551 whole entry, looked up): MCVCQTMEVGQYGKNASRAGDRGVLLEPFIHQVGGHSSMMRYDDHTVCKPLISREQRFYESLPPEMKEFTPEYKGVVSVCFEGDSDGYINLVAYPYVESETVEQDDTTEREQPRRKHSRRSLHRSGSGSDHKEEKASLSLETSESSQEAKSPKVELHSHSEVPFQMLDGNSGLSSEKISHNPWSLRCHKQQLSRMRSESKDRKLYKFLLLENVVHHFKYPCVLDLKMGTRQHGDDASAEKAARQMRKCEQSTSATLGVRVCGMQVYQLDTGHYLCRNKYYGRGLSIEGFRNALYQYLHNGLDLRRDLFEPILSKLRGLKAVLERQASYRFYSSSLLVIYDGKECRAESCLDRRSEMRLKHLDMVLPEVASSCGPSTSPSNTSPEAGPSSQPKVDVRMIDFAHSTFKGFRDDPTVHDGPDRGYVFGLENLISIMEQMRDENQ
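ADP-Glo luminescence measures ADP made by human IP6K1 during a 2 h RT reaction with ATP/IP6 (mix at 1.3 mM/130 uM); top library doses 57.5 and 19.1 uM final.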
HEK293 tox – HEK 293 cell cytotoxicity | HEK 293 viability, ATP luminescence (CellTiter-Glo), 48-72 h | 6.6% of 94,000 active | Potency, µM (highest dose often 115 µM), for inactives: at the highest dose activity change, negative = cytotoxicity, hits mostly inhibitors; note: potency is the fitted concentration of half-maximal effect; nearly all actives have a fitted effect of over 60% in size
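250 HEK 293 cells/well; compound by pintool; incubated 48 or 72 hr at 37 degree Celsius; CellTiter-Glo added, 10 min RT, luminescence imaged.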
GPT2 inh – blocks human glutamate pyruvate transaminase 2 | Q8TD30 | 0.25% of 100,000 active | Potency, µM (top dose mostly 57.7 µM), without a hit: at the highest dose activity change, negative = inhibition, hits mostly inhibitors | Recombinant GPT2, coupled pyruvate oxidase/HRP Amplex Red fluorescence; note: potency is the fitted concentration of half-maximal effect; nearly all actives have a fitted effect of over 60% in size; many of its hits are not listed in these tables
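Fluorescence of coupled pyruvate oxidase/HRP/Amplex Red system (50uM Amplex, 30 min, dark) reports pyruvate formed by GPT2. Enzyme reaction: 10ng/uL GPT2, 2mM L-alanine, 250uM a-KG, 30 min room temperature, pH 7.5; 50uM AOA control.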
SNCA expr inhib – reduces expression of the alpha-synuclein gene; HEK-293 SNCA-luciferase knock-in, luminescence, 24 h; Potency, µM (titrated, usually from 57.2 µM), for inactives: at the top dose activity change, negative = inhibition, most hits filed as inhibitors; 0.17% of 140,000 active; AID 1671194;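 note: potency is the fitted concentration of half-maximal effect; plate controls were DMSO cells for no effect and cell-free wells for full effect; nearly all actives have a fitted effect of over 45% in size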
3T3 cytotox – NIH 3T3 cell cytotoxicity; NIH 3T3 viability, CellTiter-Glo ATP luminescence, 48-72 h; Potency, µM (highest dose often 96.7 µM), for inactives: at the top dose activity change, negative = cytotoxicity, actives largely listed as inhibitors; 4.3% of 94,000 active; AID 1345082; note: potency is the fitted concentration of half-maximal effect; nearly all actives have a fitted effect of over 55% in size
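Cytotoxicity was measured by CellTiter-Glo ATP luminescence after 48 or 72 h compound exposure at 37 °C. Mouse NIH 3T3 fibroblasts were seeded at 400 cells/well and dosed by 23 nL pin transfer.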
SNCA viab count – cell viability loss counter-screen; Potency, µM (doses to about 57.1 µM), inactives show at the top dose activity change, negative = cytotoxicity, actives largely listed as cytotoxic; 0.12% of 150,000 active; HEK-293-SNCA-luc viability, GF-AFC fluorescence, 24 h;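 note: potency is the fitted concentration of half-maximal effect; 0% = DMSO-treated cells and -100% = medium-only wells without cells; nearly all actives have a fitted effect of over 30% in size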
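Cytotoxicity counterscreen: after 24 h compound treatment of genome-edited SNCA-luciferase HEK-293 cells, live-cell protease substrate GF-AFC read by fluorescence after 30 min; activity scaled between DMSO (0%) and medium-only (-100%), curves Hill-fitted.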
Luciferase inh – Photinus pyralis luciferase inhibition. AID 1347043. P08659. purified P. pyralis luciferase, luminescence, biochemical. 2.5% of 76,000 active. Potency, µM (highest dose often 115 µM), inactives show at the highest dose activity change, negative = inhibition, actives largely listed as inhibitors; note: potency is the fitted concentration of half-maximal effect; nearly all actives have a fitted effect of over 65% in size
Target sequence (P08659 whole entry, looked up): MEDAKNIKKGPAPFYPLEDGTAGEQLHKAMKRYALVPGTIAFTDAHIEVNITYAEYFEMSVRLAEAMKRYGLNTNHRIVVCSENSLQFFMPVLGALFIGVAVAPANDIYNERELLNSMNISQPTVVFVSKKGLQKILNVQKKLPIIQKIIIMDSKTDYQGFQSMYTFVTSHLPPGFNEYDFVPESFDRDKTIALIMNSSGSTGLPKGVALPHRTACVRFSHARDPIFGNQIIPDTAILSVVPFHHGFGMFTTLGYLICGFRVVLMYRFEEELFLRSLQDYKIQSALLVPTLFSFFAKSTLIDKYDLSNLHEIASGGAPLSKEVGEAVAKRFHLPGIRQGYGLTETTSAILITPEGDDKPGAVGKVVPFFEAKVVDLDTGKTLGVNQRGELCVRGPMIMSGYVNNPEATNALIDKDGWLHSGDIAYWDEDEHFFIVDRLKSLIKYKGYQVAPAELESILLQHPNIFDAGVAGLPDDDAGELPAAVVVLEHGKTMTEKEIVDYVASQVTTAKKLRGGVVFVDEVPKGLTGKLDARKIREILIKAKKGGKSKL
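Inhibitors were tested against purified firefly luciferase in a biochemical, low-substrate format (both substrates at 10uM) and luminescence measured with a CCD imager.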
Active calls of the source: *; i = inactive; ? = inconclusive; . = no result given; [ ] = remark or other dose. Unless noted, calls come from the whole dose curve; as a rule, active = well fitted curve in the direction sought with a large enough effect; inconclusive = small, poorly fitted or top-dose-only effect, or another doubt; inactive = no such curve, though single readings can be large; an effect the other way counts as inactive or inconclusive. Unless noted, % is set by controls: 0 for no effect and ±100 for the full control effect. These rows are one share of the data; count on the stated rates, not on these rows.

Values in the order – GPT2 inh, HEK293 tox, 3T3 cytotox, SNCA viab count, IP6K1 inhibitor, Luciferase inh, SNCA expr inhib
> COc1ccc(CN2Cc3cc(NC(=O)c4cccc(F)c4)ccc3OCC2=O)c(OC)c1
    -11.6%, ?, ?, -15.8%, 3.7, -7.5%, 5.6%
> O=C1c2c(nc(CNCc3ccc4c(c3)OCO4)n2Cc2ccccc2)NCCN1CCOc1ccccc1
    -16.7%, ?, 39.8µM*, -10.9%, -14.1, 0.8%, -1.2%
> Cc1cc(Nc2ncc3cc(-c4c(Cl)cccc4Cl)c(=O)n(C)c3n2)ccc1F
    i, ., ., -19.3%, 6.1, ., .
> O=C(C1CCCN([S+](=O)([O-])c2cccs2)C1)N1CCCC1c1nc2ccncc2[nH]1 (stereo unspecified)
    i, 2.7%, -8.7%, -1.2%, 17.4, ., -0.8%
> CCc1ccc(NC(=O)CNC(=O)Cn2c(C)cc3ccccc3c2=O)cc1
    ., ., ., 15.8%, 5.4, ., 13.1%
> Cn1cc(-c2ccncc2)cc1C(=O)NC1CCN(Cc2ccccc2)CC1
    i, -19.8%, -22.1%, -17.2%, 0.4, -4.9%, ?
> CCOc1ccccc1CNC(=O)c1ccc2c(c1)N(CC)CCS2
    ., ., ., 2.6%, 11.7, ., -10.1%
> COCC1CN(C(=O)CC2CCN(C(C)=O)CC2)CC12CCNCC2 (stereo unspecified)
    i, 0.9%, -9.7%, 15.0%, 27.6, -0.5%, 6.3%
> COCC(=O)N1CCC(Oc2ccc(C(=O)NCCN3CCNC3=O)cc2)CC1
    -21.3%, i, -15.0%, -2.8%, -1.5, -3.3%, -17.5%
> COc1cccc(C(=O)N2CCOc3ccc(CN4CCc5ccccc5C4)cc3C2)c1
    -22.8%, 44.7µM*, ?, -6.9%, -2.3, -1.5%, -18.2%
> CCCC(=O)OCOC(=O)C1=C(C)NC(C)=C(C(=O)OC)C1c1cccc(Cl)c1Cl (stereo unspecified)
    -6.5%, ., ., 11.6%[23.9 µM], 6.9, ., -21.8%[25.6 µM]
> CCc1noc(-c2cn(C3CCN(C(=O)c4ccc(F)cc4Cl)C3)nn2)n1 (stereo unspecified)
    0.3%, ?, -22.6%, -8.8%, 9.9, -1.6%, 2.3%
> COc1ccc(C(=O)Nc2nc3c(s2)Cc2cc(OC)ccc2-3)cc1
    ., ., ., -20.8%, -16.0, ., -5.1%
> C[S+](=O)([O-])N1CCCC(c2nnc3n2CCNC3)C1 (stereo unspecified)
    -14.5%[88.5 µM], i, i, 1.8%[87.6 µM], 0.5, ., -21.8%[87.6 µM]
> O=C(NCC1CCCCC1)C1CCN(C(=O)N2CC3CC(C2)[C@H]2CCCC(=O)N2C3)CC1 (stereo partly specified)
    2.7%, ?, -15.6%, 4.4%, 6.4, 7.0%, 1.5%
> Cc1ccc(-c2cc(N3CCC(CNC(=O)c4n[nH]c5c4CCCC5)CC3)n[nH]2)cc1
    ?, ?, 28.2µM*, -25.3%, 0.0, ?, ?
> O=C(Nc1ccc2c(c1)CN(Cc1ccc(Cl)cc1)C(=O)CO2)c1ccc(F)cc1F
    i, 79.4µM*, ?, 2.2%, 16.5, -10.7%, -8.4%
> CC(C)CCN1CC(Oc2ccc(F)cc2F)C1
    i, 0.2%[172 µM], 0.4%[138 µM], 3.2%[87.6 µM], -4.9, ., 9.3%[87.6 µM]
> Cc1ccccc1-c1nnc(CN2CCN(c3cccc(C)c3C)CC2)o1
    ., ., ., -1.8%, 5.2, ., -9.0%
> Cc1cc(CS(=O)(=O)c2ccccc2)cc(OCc2ccc(CN3CCC[C@@H]3CO)cc2)c1
    ?, ., ., -25.3%, -41.1*, ., .
> CC(C)(C)CC(=O)NC[C@H]1OC[C@@H](NC2CCC2)[C@@H]1O
    i, -14.9%[230 µM], -6.9%[174 µM], 4.1%[87.6 µM], -5.6, -9.6%[230 µM], -6.0%[87.6 µM]
> CCCCN(C)CCCNC(=O)Cn1nc(CC)n2c(cc3sc(C)cc32)c1=O
    ., ., ., -6.2%, 2.6, ., 1.7%
> COc1cc(=O)n2c(c1C(=O)Nc1ccc(C#N)cc1)CCCC2
    -4.9%, 10.3%, i, 4.5%, 14.8, -3.3%, 8.4%
> COc1ccc(Nc2ccnc(N3CCC(NC(=O)c4ccccc4C)CC3)n2)cc1
    i, 39.8µM*, 39.8µM*, -1.1%, -5.0, ., -0.6%
> COc1ccc(C2c3c(n(C)c4ccccc34)C(=O)N2CC(=O)Nc2cccc(F)c2)cc1 (stereo unspecified)
    ., ., ., -4.5%, 34.0, ., ?
> COc1cc2[nH]c(=O)n(CCCC(=O)NCc3ccccc3)c(=O)c2cc1OC
    ., ., ., -0.6%, -20.2, ., -16.0%
> O=C(Cn1nc2n(c1=O)CCN(Cc1cccc(Cl)c1)C2=O)NCCC1=CCCCC1
    i, -16.1%, -22.9%, 0.5%, 0.3, 3.9%, ?
> CC(C)N1C(=O)C2(CCCC2)C1C(=O)N(C)CCc1ccccn1 (stereo unspecified)
    i, -4.3%, -5.5%, -5.0%, -5.4, -2.2%, -17.7%
> O=C1CC(=O)Nc2cc(S(=O)(=O)N3CCOc4ccccc43)ccc2N1
    ., ., ., -3.2%, 2.7, ., 25.3%
> COc1ccc2[nH]cc(CCNC(=O)c3ccc4c(c3)C(O)CCCCCN4C)c2c1 (stereo unspecified)
    1.3%, ?, ?, 7.9%, -7.0, -3.4%, -5.4%

(next part)
Values in the order – GPT2 inh, HEK293 tox, 3T3 cytotox, SNCA viab count, IP6K1 inhibitor, Luciferase inh, SNCA expr inhib
> Cc1ccc(C(=O)NC2(C(F)(F)F)C(=O)Nc3c2c(=O)[nH]c(=O)n3CCc2ccccc2)cc1 (stereo unspecified)
    ., ., ., -25.2%, 7.2, ., -4.7%
> CC1CCN(S(=O)(=O)c2cn(CC(=O)Nc3ccc(F)c(Cl)c3)c(=O)c3ccccc23)CC1
    ., ., ., -11.9%, 3.6, ., ?
> COc1ccc(C[C@H](NC(=O)[C@@H]2C[C@H](NC(=O)Nc3cccc(OC)c3)CN2C(=O)c2cccn2C)C(N)=O)cc1
    3.4%, 2.3%, i, 1.1%, -12.5, 6.9%, -22.1%
> CCC1=C[C@@H]2CN(C1)Cc1c([nH]c3ccccc13)[C@@](C(=O)OC)(c1cc3c(cc1OC)N(C)[C@H]1[C@@](O)(C(=O)OC)[C@H](OC(C)=O)[C@]4(CC)C=CCN5CC[C@]31[C@@H]54)C2
    0.8%, ., ., -38.3%[23.9 µM], 6.3, ., -72.6%[25.6 µM]
> Cc1ccc(NC(=O)Cn2c(N3CCC(C)CC3)nc(C)cc2=O)c(C)c1
    i, ?, ?, 0.9%, 8.8, 0.6%, 11.2%
> Cc1cccc(CN2C(=O)c3ccccc3S(=O)(=O)c3ccc(C(=O)OCC4CCCO4)cc32)c1 (stereo unspecified)
    ., ., ., 0.8%, 14.0, ., 2.4%
> CCOC(=O)c1c(C)[nH]c(C)c1S(=O)(=O)NCC(=O)Nc1cccc(C#N)c1
    ., ., ., 10.6%, 22.8, ., -2.1%
> CCC(CC)C(=O)Nc1cc(-c2cccc(C)c2)nn1-c1ccccc1
    ., ., ., 1.9%, 10.6, ., -9.4%
> COCCCNC(=O)C1c2ccccc2C(=O)N(c2ccccc2)C12CCCCC2 (stereo unspecified)
    i, ?, -25.8%, -27.1%, 10.8, 0.6%, -10.2%
> COc1ccc(Cn2c(=O)c3ccccc3n3c(-c4ccc(C)cc4)nnc23)cc1
    ., ., ., 7.7%, 10.0, ., 43.5%[activator]
> COc1ccc(C2Cn3nnc(C(=O)N4CCN(C(=O)c5cc(F)ccc5Cl)CC4)c3CO2)cc1 (stereo unspecified)
    i, ?, ?, -15.1%, 9.3, 1.4%, -22.8%
> O=C(Cn1ccn2nc(-c3ccc(F)cc3)c(CO)c2c1=O)NCc1ccc(F)cc1Cl
    i, -4.8%, i, 4.0%, 15.4, -2.9%, 0.7%
> Cc1c(-c2nc(-c3ccc4c(c3)OCO4)no2)nnn1-c1ccc(C(C)C)cc1
    ., ., ., 1.0%, 13.9, ., -5.7%
> COCc1cc(C)nc2sc3c(c12)NC(c1ccc(O)cc1)N(c1ccc(OC)cc1)C3=O (stereo unspecified)
    ., ., ., ?, 8.9, ., ?
> COC(=O)[C@H](NC(=O)[C@@H]1[C@@H](NC(=O)Nc2cccc(OC)c2)CCN1C(=O)c1cnccn1)C(C)C
    i, -6.7%, -14.4%, 1.4%, -15.2, -1.4%, -22.6%
> COc1ccc(S(=O)(=O)N2CCN(Cc3nc4ccc(C)cc4o3)CC2)cc1Cl
    ., ., ., 6.5%, -10.2, ., -9.9%
> Cc1ccccc1CNC(=O)CSc1nnc(C)c2c(C)n(-c3ccccc3)nc12
    ., ., ., 13.9%, 5.0, ., 1.3%
> COCCCNC(=O)c1ccc(Cn2c(SCc3cccc(C)c3)nc3cccnc32)cc1
    ., ., ., ?, -1.4, ., 82.8%[activator]
> Cc1ccc(S(=O)(=O)CCC(=O)N2CCN(c3nc4c(C)c(C)ccc4s3)CC2)cc1
    ., ., ., 0.9%, 13.3, ., 34.9%[activator]
> O=C(CCS(=O)(=O)c1cc2c3c(c1)CCN3C(=O)CC2)Nc1cccc(Br)c1
    ., ., ., 3.2%, -1.0, ., -12.6%
> Cc1cn2nc(C(=O)N3CCC(NC(=O)c4ccc(F)cc4Cl)CC3)cc2c(=O)[nH]1
    i, -3.3%, 2.1%, -2.8%, 2.1, 0.7%, -0.1%
> CCC(=O)Nc1ccc2nc(SCC(=O)N3CCc4ccccc43)sc2c1
    ., ., ., -20.5%, 18.1, ., -9.5%
> COc1ccccc1N1CCN(C(=O)c2ccc(CS(=O)c3ccccc3C)o2)CC1 (stereo unspecified)
    ., ., ., -14.2%, 7.6, ., -1.5%
> COc1ccc(OC)c(CNS(=O)(=O)c2c(C(=O)N3CCC(C)CC3)c(C)n(C)c2C)c1
    ., ., ., ?, 2.7, ., ?
> Cc1ccc(-c2cccc(CN3CCCC(NC(=O)C(C)(C)C)C3)c2)cc1Cl (stereo unspecified)
    ., ?, -26.5%, ., 5.7, ., .
> O=C(NCc1cccnc1)c1nc2sccn2c1-c1ccc(F)cc1
    -5.3%, 1.4%, -15.2%, 8.5%, 17.3, ., 14.8%
> CC(=O)N1c2ccc(S(=O)(=O)N(C)CC(=O)N(Cc3ccccc3)C(C)C)cc2CC1C (stereo unspecified)
    ., ., ., 2.5%, 2.3, ., -1.2%
> COc1ccc(-c2cc(C(F)(F)F)nc(SCC(=O)NCc3ccc(OC)c(OC)c3)n2)cc1
    ., ., ., 4.3%, 25.2, ., -5.6%
> CN1CC(C(=O)NCCCc2ccccc2)NC1=O (stereo unspecified)
    ?, 0.5%[172 µM], -12.5%[138 µM], -7.9%[12.5 µM], -4.5, ., -6.2%[87.6 µM]

Screens deposited in PubChem BioAssay by National Center for Advancing Translational Sciences (NCATS).
